GDH-TPI counter – GDH-TPI coupling enzyme inhibitors, primary screen, artefact control for M. tuberculosis FBA inhibitor project, biochemical, absorbance, full deck. GDH-TPI coupled enzyme counterscreen, NADH absorbance. inhibition, % at 4.8 µM. 360,000 compounds, 1.2% hits;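 note: 0% = DMSO wells and 100% = wells lacking the enzyme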
BoNT-F LC inh – BoNT/F light chain protease inhibitors, primary screen, biochemical, flow cytometry, MLPCN library; Multiplex microsphere protease cleavage assay; inhibition, % at 10 µM; 360,000 compounds, 0.22% hits; AID 588497, 2011; in the data active = inhibition above about 35%, passing the limit was not always enough; inconclusive = no clear call, values can overlap the other calls; note: plate controls were buffer without enzyme for full effect and enzyme alone for no effect
Mtb BioA inh – M. tuberculosis BioA enzyme inhibitors, primary screen, biochemical, plate reader, single point, HTS. inhibition, % at 9.99 µM. AID 602481, 2012. purified M. tuberculosis BioA enzyme. 360,000 compounds, 0.096% hits; in the data active = inhibition above about 40%; inconclusive = no clear call, values can overlap the other calls
CCHFV vOTU inh – CCHFV vOTU protease inhibitors, primary screen, biochemical, Pep-AMC substrate, fluorescence; Crimean-Congo hemorrhagic fever virus L polyprotein viral ovarian tumor (vOTU) protease …; inhibition, % at 11.5 µM; 370,000 compounds, 0.55% hits; note: 0% = vehicle wells with enzyme and 100% = no enzyme wells
PrPC TRFRET – inhibitors of human cell surface prion protein PrPC, primary screen, cell-based, TR-FRET | TR-FRET read-out | inhibition, % at 13.8 µM | Major prion protein (Homo sapiens), P04156 | 370,000 compounds, 0.43% hits; in the data active = inhibition above about 24%; note: 0% = median of the test wells and 100% = reference compound wells
BoNT-A LC inh2 – BoNT/A light chain protease inhibitors, primary screen, biochemical, flow cytometry, MLPCN library. Botulinum neurotoxin type A light chain protease (Clostridium botulinum A str. ATCC 3502). multiplex microsphere protease substrate cleavage. inhibition, % at 10 µM. 360,000 compounds, 0.17% hits. AID 588499, 2011; in the data active = inhibition above about 30%; inconclusive = no clear call, values can overlap the other calls; note: plate controls were buffer without enzyme for full effect and enzyme alone for no effect
Mtb UGM inh – M. tuberculosis UGM enzyme inhibitors, primary screen, biochemical, fluorescence polarization, single point; purified UGM, fluorescence polarization probe displacement; inhibition, % at 10 µM; AID 504406, 2011; 320,000 compounds, 0.06% hits; UDP-galactopyranose mutase (Mycobacterium tuberculosis (strain ATCC 25618 / H37Rv)), …; in the data active = inhibition above about 10%, passing the limit was not always enough; inconclusive = no clear call, values can overlap the other calls
Target sequence (P9WIQ1 whole entry, looked up): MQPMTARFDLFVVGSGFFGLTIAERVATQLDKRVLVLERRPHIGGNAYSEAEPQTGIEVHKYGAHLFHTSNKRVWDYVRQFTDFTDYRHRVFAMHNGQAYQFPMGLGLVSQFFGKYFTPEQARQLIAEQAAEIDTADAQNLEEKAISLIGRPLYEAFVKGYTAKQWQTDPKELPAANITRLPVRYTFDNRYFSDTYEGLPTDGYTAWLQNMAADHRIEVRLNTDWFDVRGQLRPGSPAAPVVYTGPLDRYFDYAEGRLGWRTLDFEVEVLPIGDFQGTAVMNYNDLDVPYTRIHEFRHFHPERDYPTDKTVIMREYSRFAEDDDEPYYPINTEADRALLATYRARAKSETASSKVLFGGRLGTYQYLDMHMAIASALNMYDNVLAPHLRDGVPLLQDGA
FadD28 binding – inhibitors of FadD28 bisubstrate probe binding, primary screen, biochemical, fluorescence polarization, single point. 360,000 compounds, 0.22% hits. Mycobacterium tuberculosis FadD28 fatty-acid-AMP ligase. inhibition, % at 12.5 µM. AID 588549, 2011; in the data active = inhibition above about 8.5%, passing the limit was not always enough; inconclusive = no clear call, values can overlap the other calls
Mtb FBA inh – Mtb FBA enzyme inhibitors, primary screen, biochemical, fluorescence, strain H37Rv; Fructose-bisphosphate aldolase (Mycobacterium tuberculosis (strain ATCC 25618 / H37Rv)), …; purified M. tuberculosis FBA, fluorescence read-out; inhibition, % at 1 µM; 360,000 compounds, 2.3% hits; in the data active = inhibition above about 27%;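 note: 0% = vehicle and 100% = reference inhibitor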
Target sequence (P9WQA3 whole entry, looked up): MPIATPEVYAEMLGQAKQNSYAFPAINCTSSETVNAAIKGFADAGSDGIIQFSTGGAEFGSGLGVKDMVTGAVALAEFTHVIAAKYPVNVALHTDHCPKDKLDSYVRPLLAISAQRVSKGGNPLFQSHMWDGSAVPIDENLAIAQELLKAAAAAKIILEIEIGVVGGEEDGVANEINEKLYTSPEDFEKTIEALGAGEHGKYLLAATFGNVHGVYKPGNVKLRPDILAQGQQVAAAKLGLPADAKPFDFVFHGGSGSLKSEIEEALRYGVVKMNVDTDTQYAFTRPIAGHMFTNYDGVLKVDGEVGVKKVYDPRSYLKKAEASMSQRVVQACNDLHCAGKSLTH
* marks the source's active call; other numbers are inactive results; u = inconclusive; x = no result given. Cut-off read from the data, not from the text of the source, unless noted: active = inhibition above about 30%; inactive = the rest.

SMILES | GDH-TPI counter | BoNT-F LC inh | Mtb BioA inh | CCHFV vOTU inh | PrPC TRFRET | BoNT-A LC inh2 | Mtb UGM inh | FadD28 binding | Mtb FBA inh
COc1ccccc1OCCn1c(CO)nc2ccccc21 | -15 | 27 | -1.1 | -8 | -3 | 16 | 1.5 | -5.0 | -1
Cc1cccc(-c2nnc(NC(=O)c3ccco3)s2)c1 | 34* | -8 | -2.3 | 28 | 0 | -0.8 | -0.5 | 1.1 | 2
COc1cc(NC(=S)NC(=O)CC(C)C)ccc1NC(=O)c1cc2ccccc2o1 | -3 | -2 | -1.2 | 5 | -5 | -0.3 | -0.2 | -0.9 | 0
COc1ccccc1C(=O)Nc1ccnn1C1CCN(Cc2csc(C(C)=O)c2)CC1 | 4 | 4 | 7.3 | -5 | -1 | 0.5 | -0.6 | -0.1 | -3
CCOc1ccccc1NC(=S)NCCCn1ccnc1 | -1 | 0 | 1.9 | -13 | 3 | -0.4 | 0.9 | -3.6 | 0
CCNC(=O)CSc1nc2ccccc2c(=O)n1-c1cc(OC)ccc1OC | 3 | 11 | 2.9 | -7 | 0 | 1.3 | -0.2 | -1.4 | 6
CCOC(=O)c1ccc(N2C(=O)C(C)=C(C)C2=O)cc1 | -4 | -2 | x | -10 | 5 | 0.2 | -2.0 | -0.6 | 2
COc1ccccc1NC(=S)N(Cc1ccc(C(=O)O)cc1)Cc1ccc(OC)c(OC)c1 | -2 | 4 | -0.9 | 17 | 8 | 0.0 | -1.3 | -5.5 | -7
C/C(Cn1nnc2ccccc21)=N\OC(=O)c1cc(F)c(F)cc1Cl | 10 | -4 | x | 7 | -1 | -0.5 | -4.5 | 0.1 | -1
Cc1cc(C)nc(NC2=NCCS2)n1 | -6 | 3 | -1.9 | 5 | -1 | -0.2 | -1.4 | -0.2 | -4
CNS(=O)(=O)c1cccc(C(=O)OCC(=O)c2ccc(S(=O)(=O)N3CCCCC3)cc2)c1 | -6 | u | -1.8 | -5 | -2 | u | 2.1 | -0.8 | 3
Cc1cc(C)n(CCC(=O)N/N=C/c2cccc([N+](=O)[O-])c2)n1 | -2 | 5 | x | 1 | -30 | -0.4 | -2.1 | -0.8 | 0
c1ccc(C2=Nc3ccccc3NC(c3ccccc3)C2)cc1 (configuration not stated) | 18 | -6 | -1.1 | -6 | 0 | 3.1 | 0.5 | -1.3 | 4
CCSc1ncc(Cl)c(C(=O)Nc2sc3c(c2C(=O)NCc2cccnc2)CCCC3)n1 | 8 | -19 | x | -18 | 2 | -1.4 | 0.4 | 1.9 | -1
CC1CC(=O)C=C(O)C1C(=O)OC(C)(C)C (configuration not stated) | 3 | -3 | -1.0 | 8 | 7 | 1.6 | -3.0 | 0.0 | 2
O=C(CNC(=O)c1ccccc1F)c1ccccc1 | 12 | 7 | -0.8 | 4 | 4 | 0.0 | 1.3 | -1.0 | 5
CN1C(=O)c2ccccc2C(C(=O)O)C1c1cccc(Cl)c1 (configuration not stated) | -3 | 0 | x | -4 | 9 | 0.2 | 0.7 | -2.1 | -1
CC(NCc1ccccc1C(F)(F)F)C(O)c1ccccc1 (configuration not stated) | 0 | 3 | 0.5 | 2 | 8 | -1.1 | 0.0 | 0.0 | 3
O=C(CNC(=O)c1ccccc1Br)N/N=C/c1cccs1 | 13 | -4 | -6.3 | 13 | -4 | 1.4 | -0.9 | -1.5 | 0
O=C(c1ccccc1)c1ccc(OCC(O)CN2CCN(S(=O)(=O)N3CCCCC3)CC2)cc1 (configuration not stated) | -1 | 2 | 0.6 | 7 | -4 | 0.5 | x | -1.5 | 1
O=C1CC(c2ccc(F)cc2)CC(O)=C1C=NCCN1CCNCC1 (configuration not stated) | 8 | 21 | -0.7 | 7 | 0 | -0.3 | 2.0 | -4.1 | -5
Cc1ccsc1CN(C)C(=O)CN1C(=O)NC2(CCCc3ccccc32)C1=O (configuration not stated) | 0 | -3 | 0.2 | 13 | 4 | -0.2 | -3.3 | -1.9 | -1
Cn1c(-c2ccc(Br)o2)nc2cc(Br)ccc21 | 25 | -10 | -0.6 | 4 | -6 | 1.1 | 5.3 | -2.3 | -5
Cc1ccc(NC(=O)C(c2ccc(Cl)cc2Cl)N2CCCC2)cc1 (configuration not stated) | -2 | -3 | x | -5 | 3 | -0.6 | 2.5 | -3.3 | 1
Cc1cc(C(=O)CS(=O)(=O)c2ccc(F)cc2)cc(C)c1OC(=O)N(C)C | -9 | 3 | x | -12 | 4 | 0.1 | -0.5 | -4.0 | -1

A section from further up, as a working copy:
SMILES | GDH-TPI counter | BoNT-F LC inh | Mtb BioA inh | CCHFV vOTU inh | PrPC TRFRET | BoNT-A LC inh2 | Mtb UGM inh | FadD28 binding | Mtb FBA inh
CC1CC(=O)C=C(O)C1C(=O)OC(C)(C)C (configuration not stated) | 3 | -3 | -1.0 | 8 | 7 | 1.6 | -3.0 | 0.0 | 2
O=C(CNC(=O)c1ccccc1F)c1ccccc1 | 12 | 7 | -0.8 | 4 | 4 | 0.0 | 1.3 | -1.0 | 5
CN1C(=O)c2ccccc2C(C(=O)O)C1c1cccc(Cl)c1 (configuration not stated) | -3 | 0 | x | -4 | 9 | 0.2 | 0.7 | -2.1 | -1
CC(NCc1ccccc1C(F)(F)F)C(O)c1ccccc1 (configuration not stated) | 0 | 3 | 0.5 | 2 | 8 | -1.1 | 0.0 | 0.0 | 3
O=C(CNC(=O)c1ccccc1Br)N/N=C/c1cccs1 | 13 | -4 | -6.3 | 13 | -4 | 1.4 | -0.9 | -1.5 | 0
O=C(c1ccccc1)c1ccc(OCC(O)CN2CCN(S(=O)(=O)N3CCCCC3)CC2)cc1 (configuration not stated) | -1 | 2 | 0.6 | 7 | -4 | 0.5 | x | -1.5 | 1
O=C1CC(c2ccc(F)cc2)CC(O)=C1C=NCCN1CCNCC1 (configuration not stated) | 8 | 21 | -0.7 | 7 | 0 | -0.3 | 2.0 | -4.1 | -5
Cc1ccsc1CN(C)C(=O)CN1C(=O)NC2(CCCc3ccccc32)C1=O (configuration not stated) | 0 | -3 | 0.2 | 13 | 4 | -0.2 | -3.3 | -1.9 | -1
Cn1c(-c2ccc(Br)o2)nc2cc(Br)ccc21 | 25 | -10 | -0.6 | 4 | -6 | 1.1 | 5.3 | -2.3 | -5
Cc1ccc(NC(=O)C(c2ccc(Cl)cc2Cl)N2CCCC2)cc1 (configuration not stated) | -2 | -3 | x | -5 | 3 | -0.6 | 2.5 | -3.3 | 1
Cc1cc(C(=O)CS(=O)(=O)c2ccc(F)cc2)cc(C)c1OC(=O)N(C)C | -9 | 3 | x | -12 | 4 | 0.1 | -0.5 | -4.0 | -1

Further records.
SMILES | GDH-TPI counter | BoNT-F LC inh | Mtb BioA inh | CCHFV vOTU inh | PrPC TRFRET | BoNT-A LC inh2 | Mtb UGM inh | FadD28 binding | Mtb FBA inh
Nc1nc(NCc2ccccc2)nc(-c2ccccc2)n1 | 0 | -10 | 2.5 | 4 | 2 | 0.1 | -2.1 | -1.3 | 1
O=c1cc(O)cc2n1CCC2 | x | 12 | x | -9 | 4 | 0.0 | x | -1.4 | 1
Cc1ccc(S(=O)(=O)N2CCOCC2)cc1C(=O)Nc1nc(-c2ccccn2)cs1 | -3 | -18 | x | 5 | 20 | 3.1 | -1.5 | -4.2 | -3
COc1ccc(C(=O)C(C)Sc2nnc(C3CC3)n2C2CC2)cc1 (configuration not stated) | -1 | 2 | 0.7 | 6 | -6 | -1.6 | 4.1 | -1.2 | 2
CCOc1ccc(CO/N=C/c2c(C)[nH]c(=O)[nH]c2=O)cc1 | -5 | 2 | x | 8 | 11 | 0.2 | -1.2 | -0.6 | 4
O=C(NNC(=O)C(Cl)Cl)c1cnn(-c2ccccc2)c1C(F)(F)F | 2 | 2 | x | -3 | -5 | -0.8 | 3.0 | 0.0 | 3
CC(C(=O)c1c[nH]c(C(=O)N=CN(C)C)c1)c1ncc(C(F)(F)F)cc1Cl (configuration not stated) | 0 | -2 | x | -1 | 6 | -0.7 | -1.7 | -0.8 | 0
COc1ccc(C(=O)C(CN2CCCC2)c2ccccc2)cc1 (configuration not stated) | 13 | -28 | -0.6 | 0 | 6 | -1.4 | -0.6 | -0.9 | 3
COc1ccc(CCCC(=O)N/N=C/c2ccc(C)cc2)cc1 | -9 | -2 | x | 1 | -6 | -1.2 | -3.5 | -3.9 | -1
O=C(CSc1nnc(CNC(=O)c2cccs2)o1)Nc1ccc(Cl)cc1 | 0 | 1 | -1.7 | 5 | 2 | -1.2 | -1.7 | -4.0 | 0
Cc1cc(C(N)=O)nn1-c1c(Cl)cc(Cl)cc1Cl | -4 | u | x | -1 | 11 | u | 1.8 | -2.8 | -1
O=C(CSc1nnc(Cc2cccs2)n1C1CC1)NC1CCS(=O)(=O)C1 (configuration not stated) | 11 | -3 | 0.6 | 6 | -8 | -0.7 | 0.6 | -1.0 | 2
CCN(CC)C(=O)CSc1ncnc2sc(C)c(C)c12 | -2 | -6 | x | -4 | 3 | -1.0 | -0.9 | -2.0 | 2
O=c1c2[nH]cnc2n(-c2cccc(F)c2)c(=O)n1Cc1ccccc1 | 4 | -12 | -0.9 | 20 | -4 | -2.1 | -1.9 | 1.5 | -2
COc1ccc2oc(CS(=O)c3ccccc3)c(C(=O)O)c2c1 (configuration not stated) | -10 | 15 | -0.2 | 9 | -2 | -1.5 | -0.6 | -2.9 | 0
[O-]/[N+](=C\c1ccncc1)c1ccccc1 | 1 | 10 | x | 2 | -9 | 0.2 | 2.1 | -0.8 | -1
CC1CCc2cc(F)ccc2N1C(=O)c1cccs1 (configuration not stated) | -2 | -6 | -0.9 | -14 | -1 | -0.2 | -1.6 | -3.3 | -2
Cc1ccc(OCC(=O)NNC(=O)C(=O)NC(C)(C)C)cc1 | 1 | 0 | x | 8 | 8 | -0.3 | 2.5 | -3.4 | -5
O=[N+]([O-])c1cccc(N=NNc2cccc([N+](=O)[O-])c2)c1 | 22 | -10 | -1.5 | 7 | -7 | -0.8 | x | -2.8 | 1
COc1ccc(NC(=O)C23CCC(C)(C(=O)C2)C3(C)C)cc1 (configuration not stated) | 6 | 2 | -0.7 | 4 | 1 | 0.5 | -0.8 | -3.7 | 0
COc1ccc(/C=C2/SC(=S)N(CCCC(=O)Nc3ccc(O)cc3)C2=O)cc1 | 13 | -6 | -0.7 | 4 | -3 | -0.7 | 0.4 | -4.4 | -7
CC(=O)/C(=N\Nc1ccc(Cl)cc1Cl)Sc1nnc(-c2ccccc2)n1-c1ccccc1 | 1 | -6 | -0.3 | -12 | 3 | 0.4 | -1.7 | -3.6 | 0
CCc1ccccc1OCC(=O)Nc1ccc2c(c1)OCCO2 | -1 | -18 | 3.9 | 0 | 8 | -4.7 | -1.6 | -3.4 | 0
O=C(Cc1ccccc1)c1c[nH]c(C(=O)C(Cl)(Cl)Cl)c1 | -14 | 2 | -0.8 | 3 | 1 | 1.0 | -1.1 | -3.6 | -1
CC(OC(=O)C1=NN(c2ccccc2)C(=O)CC1)C(=O)NC1CCCCC1C (configuration not stated) | -2 | -8 | -1.2 | 1 | 4 | 0.1 | -1.7 | -3.1 | -1
O=C(NCC1CCCO1)C(c1ccncc1)N(Cc1ccc(F)cc1)C(=O)CN1C(=O)c2ccccc2S1(=O)=O (configuration not stated) | 13 | -9 | x | -17 | 1 | -0.7 | x | -1.6 | 0
O=C(CSc1nn(-c2ccccc2)c(=S)s1)Nc1ncccn1 | 1 | 0 | x | 9 | -4 | 0.3 | 3.5 | -3.1 | -1

Screens: PubChem, several laboratories
